Yfh1-off respiration: mitochondrial function rescue without frataxin homolog – Friedreich's ataxia, plus single-dose screen, dose response (AID 1465) | S. cerevisiae Yfh1-off respiration, WST-1 reduction, 72 h; higher fold induction means a stronger effect | fold induction at 50 µM, or EC50 in µM where a hit was titrated | 0.074% of 220,000 active;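 active = fold induction of absorbance versus untreated yeast above a set limit, then at least 30% activation at any dose in follow-up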;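 also: activators that raise dye reduction in frataxin-depleted yeast; strong numbers were not always called active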
WT yeast gro inh: growth inhibition of WT yeast, mitochondrial fusion screen; mitochondrial fusion phenotypic screen, WT strain; inhibition, % at 10 µM; 2.1% of 190,000 active; in the data active = inhibition above about 58%; tested in S. cerevisiae
HIV fusion peptide: cell-free HIV fusion peptide-binding blockers – biochemical, uHTS, fluorescence dequenching, primary screen (AID 1986) | inhibition, % at 20 µM, or IC50 in µM where a hit was titrated | cell-free peptide binding, fluorescence dequenching, 30 min; higher % means a stronger effect | 0.3% of 290,000 active; in the data active = inhibition mostly above about 52%, no sharp cut-off; inactive = mostly below about 76%; also: some results filed as inactive read as strong as hits
Ins promoter up: MIN6 insulin promoter up-regulation; MIN6 insulin promoter-GFP reporter, high-content imaging; hits give high values; z-score at 5 µM; AID 1625; 0.3% of 190,000 active;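 active = z-score above 3 at 5 µM with at least 500 cells counted in the well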
Dynein transport: dynein cargo transport inhibition | 3617.4 mouse cells, GR-EGFP nuclear translocation imaging; test concentration mostly 20 µM; stimulated with dexamethasone, 1 µM; hits give low values | z-score, hits read low | 0.47% of 220,000 active | AID 1381;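 active = plate z-score of nuclear minus cytoplasmic receptor signal below a set negative limit, without overly bright fluorescence or cell loss, cut at about -3.5 in these data, passing the limit was not always enough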;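 also: z-score of nuclear minus cytoplasmic ring GR-EGFP intensity difference per well; some compounds called inactive have numbers as strong as hits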
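Also added: dexamethasone, 1.0 µM final. Medium: tet-free, stripped-serum medium. Detection: fixed, Hoechst-stained cells imaged at 10x for EGFP. Read-out: nuclear-to-cytoplasmic GR-EGFP distribution per well. Times: induction 48 h, compound 1 h, agonist 30 min.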
MT stabilize HCS: stabilizes microtubules in HeLa cells; 0.83% of 200,000 active; HeLa tubulin immunostaining HCS, 24 h; share of cells brighter than vehicle mean+2SD; AID 2205; % tubulin-high responders, % at 10 µM;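 active = plate Z-score above 3 for both tubulin-high and condensed-nucleus cell shares, with cell loss under 80%, at 10 µM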;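 also: anti alpha tubulin signal scored within the nucleus-defined area of each cell; some results filed as inactive read as strong as hits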
Autophagy mod: modulators of autophagy. MEF GFP-LC3 puncta imaging; test concentration mostly 10 µM. calls only at 10 µM (by protocol). 0.98% of 190,000 active. AID 463193;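 active = percentage of spot-positive cells more than 3 SD above its plate mean, without a fluorescence outlier flag or 80% toxicity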;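 also: spot-positive cell cutoff set from DMSO-treated cells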
bCat nuc transl: alters nuclear translocation of beta-catenin in HeLa cells | immunofluorescence imaging | nuclear translocation activity, % at 5 µM | 0.3% of 190,000 active;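 active = nuclear translocation activity above 50% at 5 µM, with a well cell count of 50 or more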;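 also: per-cell ratio of nuclear to cytoplasmic median beta-catenin stain intensity; plate controls were DMSO negative control for no effect and GSK-3 inhibitor IX positive control for full effect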
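Test system: human HeLa cell line; Doses: 5 µM primary, 0.02–20 µM confirmation; Incubation: 24 h compound exposure, 37°C; Detection: beta-catenin immunofluorescence imaging with DAPI; Read-out: beta-catenin nuclear/cytoplasmic ratio, % activation.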
AID2073: inhibitors of Mint1-CaV2.2 protein interaction, biochemical, HTRF (AID 2073). inhibition, % at 20 µM; hits with a dose series show IC50 in µM. HTRF protein-protein interaction, Mint1-CaV2.2; higher % means a stronger effect. 0.19% of 290,000 active; in the data active = inhibition mostly above about 51%, no sharp cut-off; also: some results filed as inactive read as strong as hits
WT yeast gro inh mutant strain: recorded beside WT yeast gro inh, whose call it bears; inhibition, %; mitochondrial fusion phenotypic screen, mutant strain inhibition
Dynein transport cytoplasmic EGFP: second read-out of Dynein transport, no call of its own (marks repeat the call); z-score; measured here: cytoplasmic GR-EGFP intensity; hits give high values
Dynein transport nuclear GR-EGFP: recorded beside Dynein transport, whose call it bears; z-score; measured here: nuclear GR-EGFP intensity;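 lower value marks the stronger effect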
Dynein transport cell count: recorded beside Dynein transport, whose call it bears; z-score; measured here: cell count per field
Ins promoter up cell count: also measured in Ins promoter up; calls as there; cell count; measured here: cytotoxicity, nuclei count;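 total cells summed across four imaged fields per well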
bCat nuc transl cell count 5 µM: second read-out of bCat nuc transl, no call of its own (marks repeat the call); cell count; measured here: cell count, cytotoxicity flag
MT stabilize HCS Hoechst-high %: second read-out of MT stabilize HCS, no call of its own (marks repeat the call); % Hoechst-high responders; measured here: nuclear condensation Hoechst responders;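 share of cells brighter than vehicle mean plus two SD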
MT stabilize HCS cytotoxicity %: recorded beside MT stabilize HCS, whose call it bears; toxicity, %; measured here: cytotoxicity by cell density;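 0% = mean cell density of plate MIN control wells and 100% = no cells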
Autophagy mod cell loss 18 h: further read-out of Autophagy mod, marked with its call; toxicity, %; measured here: cell loss, nuclei count;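 cell loss after 18 h compound exposure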
Numbers without * were called inactive; i = inactive; . = no result given. The order is random, and some 4.2% of all compounds hit somewhere here.

SMILES	Yfh1-off respiration	WT yeast gro inh	WT yeast gro inh mutant strain	HIV fusion peptide	Ins promoter up	Ins promoter up cell count	Dynein transport	Dynein transport cytoplasmic EGFP	Dynein transport nuclear GR-EGFP	Dynein transport cell count	MT stabilize HCS	MT stabilize HCS Hoechst-high %	MT stabilize HCS cytotoxicity %	Autophagy mod	Autophagy mod cell loss 18 h	bCat nuc transl	bCat nuc transl cell count 5 µM	AID2073
Cn1c(SCC(=O)OC2CCCCC2)nnc1-c1ccc(S(=O)(=O)N2CCCC2)cc1	i	0	10	-2.3%	0.3	1136	-0.45	-0.16	-0.02	0.26	2.6	1.4	0.9	i	-7	-2.6	800	0%
Cc1cc(C(=O)Nn2cnc3ccccc3c2=O)ccc1[N+](=O)[O-]	i	14	4	-0.1%	-0.19	1111	1.1	0.16	1.1	-1.5	2.4	1.9	3.6	i	1	3.2	1025	10%
OC1C=CSc2nc3ccccc3n21 (stereo not drawn)	i	-7	0	0.1%	-0.15	1249	-2.9	0.33	-1.4	-0.69	2.6	2.1	8.4	i	13	-0.2	1048	-21%
Cc1ccc2c(c1)nc(NCCO)n2C	i	-4	-39	-1.0%	-0.08	998	-0.79	-0.34	-0.098	0.37	2.2	1.4	12	i	11	-3.6	931	3%
Cc1ccc(S(=O)(=O)N(C)CCCC(=O)N2CCOCC2)cc1	i	6	0	-0.3%	-0.3	1222	0.02	-0.2	0.24	-0.3	2.5	1.9	6.1	i	7	1.8	826	-8%
CSCCC(NC(=O)C12CC3CC(CC(C3)C1)C2)C(=O)OCC(=O)c1ccc(Cl)cc1 (stereo not drawn)	i	-6	-5	2.3%	-0.37	1613	-0.25	-0.19	0.31	0.44	2.2	1.9	9.4	i	9	-1.6	1367	18%
COc1ccc(S(=O)(=O)N(C)C2CCN(C)CC2)cc1	i	6	0	-0.7%	0.05	1962	-0.18	-0.35	0.19	1.5	6.8	2.3	8.6	.	.	2.2	1070	-3%
CCCCN1C(=O)c2ccc(C(=O)Nc3cccnc3)cc2C1=O	i	13	10	-3.5%	0.59	1833	1	-0.097	1.1	-0.67	3.9	2.0	7.7	i	22	0.3	1032	0%
NC(=NC(=O)c1ccccc1)N1N=CCC1c1ccccc1 (stereo not drawn)	i	10	10	0.2%	1.5	1629	0.12	-0.36	0.66	0.25	2.2	2.6	4.9	i	12	-3.3	1033	0%
CC1(C)CC(=O)C(C=Nc2ccc(Cl)cn2)=C(O)C1	i	2	4	2.5%	.	.	1	-0.1	0.36	-0.44	2.3	2.8	13	i	-4	-0.4	1097	42%

Full records, looked up by structure. Order of screens: Yfh1-off respiration, WT yeast gro inh, WT yeast gro inh mutant strain, HIV fusion peptide, Ins promoter up, Ins promoter up cell count, Dynein transport, Dynein transport cytoplasmic EGFP, Dynein transport nuclear GR-EGFP, Dynein transport cell count, MT stabilize HCS, MT stabilize HCS Hoechst-high %, MT stabilize HCS cytotoxicity %, Autophagy mod, Autophagy mod cell loss 18 h, bCat nuc transl, bCat nuc transl cell count 5 µM, AID2073
Results for CSCCC(NC(=O)C12CC3CC(CC(C3)C1)C2)C(=O)OCC(=O)c1ccc(Cl)cc1 (stereo not drawn) = i, -6, -5, 2.3%, -0.37, 1613, -0.25, -0.19, 0.31, 0.44, 2.2, 1.9, 9.4, i, 9, -1.6, 1367, 18%
Results for CC1(C)CC(=O)C(C=Nc2ccc(Cl)cn2)=C(O)C1 = i, 2, 4, 2.5%, ., ., 1, -0.1, 0.36, -0.44, 2.3, 2.8, 13, i, -4, -0.4, 1097, 42%
Results for CCCCN1C(=O)c2ccc(C(=O)Nc3cccnc3)cc2C1=O = i, 13, 10, -3.5%, 0.59, 1833, 1, -0.097, 1.1, -0.67, 3.9, 2.0, 7.7, i, 22, 0.3, 1032, 0%
Results for OC1C=CSc2nc3ccccc3n21 (stereo not drawn) = i, -7, 0, 0.1%, -0.15, 1249, -2.9, 0.33, -1.4, -0.69, 2.6, 2.1, 8.4, i, 13, -0.2, 1048, -21%
Results for Cc1ccc2c(c1)nc(NCCO)n2C = i, -4, -39, -1.0%, -0.08, 998, -0.79, -0.34, -0.098, 0.37, 2.2, 1.4, 12, i, 11, -3.6, 931, 3%

New compounds follow.
SMILES	Yfh1-off respiration	WT yeast gro inh	WT yeast gro inh mutant strain	HIV fusion peptide	Ins promoter up	Ins promoter up cell count	Dynein transport	Dynein transport cytoplasmic EGFP	Dynein transport nuclear GR-EGFP	Dynein transport cell count	MT stabilize HCS	MT stabilize HCS Hoechst-high %	MT stabilize HCS cytotoxicity %	Autophagy mod	Autophagy mod cell loss 18 h	bCat nuc transl	bCat nuc transl cell count 5 µM	AID2073
Cc1ccc(NC(=O)CSc2nnc(-c3ccncc3)n2C)cc1S(=O)(=O)N1CCOCC1	i	-7	-9	1.6%	0.04	1256	0.42	-0.3	0.22	-0.85	2.4	1.7	5.3	i	1	-0.9	1172	5%
Cc1nn(-c2ccccc2)c(C)c1/C=N/NC(=O)c1cc(-c2cccs2)[nH]n1	i	-12	-13	-0.7%	-2	925	-0.38	-0.27	-0.32	0.59	8.9*	40*	52*	i	47	162*	295*	6%
COc1ccc(CN(C)CC(=O)NC(C)c2ccccc2)cc1OC (stereo not drawn)	i	-5	-2	2.4%	-0.2	1330	-0.18	-0.3	-0.35	1.2	1.4	2.5	7.4	i	5	-1.9	1073	-9%
Cc1ccc(-c2csc(NC(=O)/C=C/c3cccs3)n2)cc1C	i	23	22	3.1%	0	1352	0.66	-0.2	0.47	-0.5	3.9	3.0	8.3	i	33	-0.6	1115	21%
Cc1cc(C)cc(OCC(O)CN2C(=O)NC(C)(C)C2=O)c1 (stereo not drawn)	i	4	-3	2.2%	2	921	0.99	0.033	0.92	-0.57	4.6	2.9	5.6	i	5	.	.	-7%
O=C(CCN1C(=O)C2C3C=CC(C3)C2C1=O)NCCN1CCCc2ccccc21 (stereo not drawn)	i	22	-2	4.6%	0.19	1529	-0.43	-0.35	-0.25	0.47	3.6	2.6	1.2	i	-10	2.4	1389	11%
COc1cc(C2C(C(=O)c3ccc(C)o3)=C(O)C(=O)N2CCc2ccccc2)ccc1O (stereo not drawn)	i	-8	3	-0.9%	-0.25	1553	-0.52	-0.19	-0.33	0.55	1.1	1.9	3.2	i	2	-3.4	1356	7%
COc1ccc(/C=N/NC(=O)c2cccc(NC(=O)c3ccccc3Cl)c2)c(OC)c1	i	4	5	-0.2%	.	.	0.68	-0.31	0.37	-0.035	4.3	1.4	9.8	i	-22	0.1	524	5%
Clc1cccc(Cl)c1Cn1c(-c2cccnc2Cl)nc2ccccc21	i	4	-3	0.4%	-0.78	1620	-0.69	-0.2	0.32	1.1	3.0	2.0	6.1	i	13	-1.9	1338	24%
Cc1ccc(/C=C/C(=O)O)cc1S(=O)(=O)Nc1ccc(C(=O)O)cc1	i	.	.	6.6%	.	.	0.41	-0.24	0.78	-0.3	.	.	.	.	.	-0.9	1328	11%
CCCCN(CCCNC(=O)C1CCCN(S(=O)(=O)CC)C1)Cc1ccccc1 (stereo not drawn)	i	9	13	-0.2%	-0.09	1128	0.39	-0.25	-0.036	1.1	1.1	1.7	2.4	i	3	-1.3	1405	22%
COc1ccc(NC(=O)C2CC(=O)OC23CCOC(C)(C)C3)cc1 (stereo not drawn)	i	0	-6	0.2%	.	.	4.1	-0.27	1.7	-1.7	1.5	1.2	6.2	i	6	-12	1115	28%
O=C(CN1CCN(c2ccc(F)cc2)CC1)NCc1cccs1	i	1	10	-1.7%	0.08	1125	-0.4	-0.28	-0.16	0.44	1.3	1.3	6.2	i	-32	0.7	1090	5%
COC(=O)c1ccc(CSc2ncnc3c2sc2nc(N4CCOCC4)c4c(c23)CCCC4)o1	i	.	.	.	.	.	-1.8	0.16	-0.83	0.5	2.5	2.4	9.8	i	-10	.	.	.
CC(C)(C)C(=O)NC(C(N)=O)=C(Cl)Cl	i	-5	-12	-0.5%	0.52	1286	0.89	-0.24	0.94	0.16	5.6	1.3	4.7	i	14	-0.9	1094	-8%
CCOc1cccc(-c2nnc(SCC(=O)Nc3ccc(OC)c(OC)c3)n2N)c1	i	2	6	-0.9%	1.2	1369	0.49	-0.36	0.47	-0.025	2.9	1.6	13	i	2	-0.7	851	2%
Cc1ccccc1Nc1nc(N)nc(COC(=O)c2ccc(O)cc2)n1	i	-3	0	0.4%	1.9	1409	0.00037	-0.0094	0.11	-0.28	2.7	3.8	12	i	1	-0.2	942	4%
CCN(CC)CCNC(=S)Nc1ccc2nc3n(c(=O)c2c1)CCCCC3	i	-6	-12	-1.6%	-0.92	1211	-0.43	-0.33	-0.4	0.47	3.2	2.1	8.3	i	5	-0.5	1040	-3%
O=C(CN(c1ccccc1)S(=O)(=O)c1ccccc1)N/N=C/c1ccc(OC2CSC2)cc1	i	-6	9	-0.2%	0.71	1517	0.13	-0.17	0.11	-0.43	9.2	2.6	1.6	i	0	-1.8	1145	22%
CC(=O)C1=C(C)Nc2ncnn2C1c1ccc(Cl)cc1Cl (stereo not drawn)	i	-8	-3	-1.8%	3.5*	1225*	0.093	-0.18	0.34	-0.57	5.6	2.9	6.9	i	5	-4.4	855	-2%
NS(=O)(=O)c1ccc(N=Cc2c(O)n(-c3nccs3)c(=O)c3ccccc23)cc1	i	.	.	-0.9%	-0.55	1249	0.11	-0.07	-0.32	0.23	.	.	.	.	.	-0.1	1324	-6%
C/C(N)=C(/C#N)C(=O)COC(=O)C(NS(=O)(=O)c1ccc(Cl)cc1)C(C)O (stereo not drawn)	i	8	-5	-0.5%	0.19	1146	-0.09	0.6	0.24	0.15	2.3	2.1	11	i	0	-0.1	1179	8%
COC(C(=O)Nc1ccccc1F)c1ccccc1 (stereo not drawn)	i	-12	-10	-0.5%	0.49	888	-0.34	-0.13	0.034	0.00066	1.2	0.9	8.8	i	-5	.	.	-5%
COC(=O)c1cnc(Nc2ccc(Cl)cc2)c([N+](=O)[O-])c1	i	.	.	0.3%	-0.2	1411	-0.35	-0.29	-0.29	3.1	.	.	.	.	.	-0.2	1333	4%

Compound activity (PubChem BioAssay)
